# Compound activity from PubChem BioAssay.
# TRPV1 ag: agonists of human vanilloid receptor 1 (TRPV1). Q8NER1. TRPV1-expressing cells, Fluo-8 calcium influx, agonist mode. activation, % at 8.33 µM. 320,000 tested, 0.19% active; in the data active means activation above about 80%; inconclusive means between about 30% and that limit; further: 0% is about no effect
#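 TRPV1-expressing cells were cultured overnight at 35.5C and loaded with Fluo-8 calcium dye for 40 to 90 min at room temperature. After a 10 s baseline, compound was added and calcium influx was read kinetically for 3 min (ex 480/em 520 nm).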
# p53 reactivation: restores transcriptional activity of mutant p53; 320,000 tested, 0.063% active; Potency, µM (titrated, usually from 92.2 µM), without a hit: at the highest dose activity change, positive = activation, actives largely listed as activators; H1299 p53-A138V BP100-luciferase reporter, luminescence, 24 h; further: potency means the concentration at half of the fitted maximal effect; % of control where 0% means no effect; nearly all actives have a fitted effect of over 45% in size
#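 p53-null H1299 cells stably carrying temperature-sensitive p53-A138V and a BP100-luciferase reporter were pinned with compounds (4-point, 1:5 series) and held 24 hrs at 37 deg C. Luminescence was read 10 min after detection reagent.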
# BRCA1 expr up: activators of BRCA1 expression | MCF7-BRCA1-FFLuc reporter, luminescence, 48 h; response scale: scaled: vehicle 0%, 10 µM genistein 100% | Potency, µM (top dose mostly 46.1 µM), without a hit: at the highest dose activation, hits mostly activators | 380,000 tested, 1.1% active; further: potency means the concentration at half of the fitted maximal effect; nearly all actives have a fitted effect of over 80% in size; some results filed as inactive show a strong effect at the top dose
#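 MCF7 cells carrying a BRCA1-firefly luciferase reporter (2000 cells/well, phenol-red free MEM) were attached for 2 h at 37 °C, then given compounds for 48 h. Luminescence was read 15 min after luciferase reagent; activity normalized to genistein (10 microM) and DMSO.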
# CXXC DNA block: inhibitors of human MLL CXXC domain-DNA interaction; 290,000 tested, 0.037% active; AID 2662; MLL-CXXC / FITC-HOXA9 DNA fluorescence polarization; Potency, µM (highest dose often 115 µM), for the others: at the highest dose activity change, negative = inhibition, usual class: inhibitors; Q03164; active means well fitted inhibition curve with a large enough effect in the polarisation, with a control signal flat, not every such curve was filed as active; inconclusive means small, poorly fitted or top-dose-only effect, or effect the other way, or a change in a side signal; inactive means no such curve, though single readings can be large or run the other way; the % refers to the polarisation; further: potency means the concentration at half of the fitted maximal effect
#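 Fluorescence polarization: 7 uM MLL-CXXC (stock) preincubated 5 min with compounds, then 50 nM fluorescein-HOX-A9 DNA (stock) added; 30 min ambient. Buffer 50 mM Tris-HCl pH 7.5, 50 mM NaCl, 1 mM DTT, 0.05% BSA.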
# TCR activator: activators of T cell receptors; Potency, µM (series often up to 9.22 µM), for inactives: at the highest dose activation of IL-2 secretion, usual class: activators; AID 504894; 330,000 tested, under 10 active; primary human leukocytes, anti-CD3, IL-2 HTRF, 48 h; further: % of control where 0% means no effect
#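 48 hr co-incubation of compounds, a-CD3 beads and primary human leukocytes; IL-2 quantified homogeneously by HTRF with anti-IL-2 K and d2 conjugates.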
# A-T KAP1 phos: potential ataxia-telangiectasia treatments restoring KAP-1 phosphorylation; 320,000 tested, 0.19% active; […] A-T fibroblasts, KAP-1 phosphorylation AlphaLISA; neocarzinostatin DNA damage 30 min before lysis; Potency, µM (doses to about 57.5 µM), for inactives: top-dose activation, actives largely listed as activators; further: potency means the concentration at half of the fitted maximal effect; % of control where 0% means no effect; nearly all actives have a fitted effect of over 45% in size
#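 ATM-like activity read as KAP-1 phosphorylation via AlphaLISA donor/acceptor antibody pairs after lysis and 6 hr at 25C. Cells were ATM-null patient fibroblasts ([…], hTERT), dosed 60 min, then exposed to the DSB inducer NCS for 30 min.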
# TSG101-PTAP inh: blocks PTAP/TSG101 interaction to inhibit HIV-1 budding; 340,000 tested, under 10 active; Potency, µM (series often up to 115 µM), for the others: at the highest dose activity change, negative = inhibition, most hits filed as inhibitors; AID 493005; Fluorescence polarization, FITC-PTAP peptide / Tsg101 binding; active means well fitted inhibition curve with a large enough effect in the main read-out, with a control signal flat, not every such curve was filed as active; inconclusive means small, poorly fitted or top-dose-only effect, or effect the other way, or a change in a side signal; inactive means no such curve, though single readings can be large or run the other way; further: potency means the concentration at half of the fitted maximal effect; % of control where 0% means no effect
# Target sequence (Q99816 whole entry, looked up): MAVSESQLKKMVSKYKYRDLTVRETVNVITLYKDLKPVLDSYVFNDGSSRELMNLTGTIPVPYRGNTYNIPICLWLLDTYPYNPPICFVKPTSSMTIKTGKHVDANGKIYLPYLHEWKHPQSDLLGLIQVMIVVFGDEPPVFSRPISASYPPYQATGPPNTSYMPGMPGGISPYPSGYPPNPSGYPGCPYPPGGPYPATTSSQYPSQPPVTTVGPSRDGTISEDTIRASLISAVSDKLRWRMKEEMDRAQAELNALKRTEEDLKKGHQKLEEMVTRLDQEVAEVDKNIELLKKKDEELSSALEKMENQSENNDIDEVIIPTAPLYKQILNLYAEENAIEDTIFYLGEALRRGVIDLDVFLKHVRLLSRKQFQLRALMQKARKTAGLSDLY
#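 Fluorescence anisotropy tracks displacement of a FITC-tagged PTAP peptide (50 nM) from the Tsg101 binding domain (10 uM), following a 20 min room-temperature incubation at pH 7.5.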
# a7 integrin act: integrin-mediated muscular dystrophy alleviation activation | Potency, µM (highest dose often 38.3 µM), inactives show at the top dose activation, actives largely listed as activators | 350,000 tested, 0.064% active | alpha7betagal myoblasts, beta-gal FDG fluorescence, 48 h;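 further: potency means the concentration at half of the fitted maximal effect; 100% = response of the positive control SU9516; nearly all actives have a fitted effect of over 60% in size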
#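 alpha7betagal+/- myoblasts (passage 13, 250/well) treated 48 h at 37C with compounds at 1:260 dilution of DMSO stock. Lysed, then beta-galactosidase activity read as FDG fluorescence (ex 480/em 540) after 30 min, with pre-read for autofluorescence.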
# B2AR arrestin: recruits beta-arrestin to the human beta2-adrenergic receptor. 330,000 tested, 0.02% active. beta-arrestin recruitment to beta2AR, cell-based reporter. Potency, µM (highest dose often 46.1 µM), for the others: at the highest dose activation, most hits filed as activators;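 further: potency means the concentration at half of the fitted maximal effect; 0% = DMSO controls and full agonism = EC100 isoproterenol or metaproterenol; nearly all actives have a fitted effect of over 65% in size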
# Target sequence (P07550 whole entry, looked up): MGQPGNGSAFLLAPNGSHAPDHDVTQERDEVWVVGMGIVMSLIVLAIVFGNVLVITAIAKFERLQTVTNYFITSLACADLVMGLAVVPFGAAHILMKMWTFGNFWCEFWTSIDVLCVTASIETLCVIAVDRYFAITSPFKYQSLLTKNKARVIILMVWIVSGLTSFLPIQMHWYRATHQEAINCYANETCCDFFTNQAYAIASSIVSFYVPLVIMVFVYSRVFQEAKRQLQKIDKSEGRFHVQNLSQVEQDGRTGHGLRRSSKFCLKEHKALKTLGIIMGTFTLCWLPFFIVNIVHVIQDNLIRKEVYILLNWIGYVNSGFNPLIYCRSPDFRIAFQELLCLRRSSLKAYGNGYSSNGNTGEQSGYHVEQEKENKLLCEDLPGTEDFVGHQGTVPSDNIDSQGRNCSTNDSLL
# ELG1 repair inh: inhibitors of ELG1-dependent DNA repair in HEK293T cells; HEK293T ELG1-luciferase reporter, luminescence, 16 h; DNA damage induced by 5-fluorouridine; Potency, µM (series often up to 46.1 µM), inactives show at the highest dose activity change, negative = inhibition, actives largely listed as inhibitors; 330,000 tested, 2.3% active; AID 504467; further: potency means the concentration at half of the fitted maximal effect; on the % scale 0 is the no-effect control and ±100 the full control effect; nearly all actives have a fitted effect of over 55% in size
#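 In this reporter screen, reduction of luminescence relative to DMSO vehicle indicated activity. Compounds and 5-fluorouridine were added together to 2,000 cells per well, incubated for 16 hr at 37 °C, then developed with ONE-Glo.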
# * hit, by the source's call; ? = inconclusive; · = not tested or not shown; & = joins results of further samples; [ ] = dose if it differs, or a comment. Unless noted, the call rests on the fitted dose curve; in most records, active means well fitted curve in the direction sought with a large enough effect; inconclusive means small, poorly fitted or top-dose-only effect, or another doubt; inactive means no such curve, though single readings can be large; an effect the other way counts as inactive or inconclusive.
SMILES	TRPV1 ag	p53 reactivation	BRCA1 expr up	CXXC DNA block	TCR activator	A-T KAP1 phos	TSG101-PTAP inh	a7 integrin act	B2AR arrestin	ELG1 repair inh
Cc1ccc(C(=O)Nc2ccccc2N2CCOCC2)cc1S(=O)(=O)N1CCOCC1	8	-1%	-1%	·	-3%	8%	-3%	-25%	-0.1%	?
CC(C)C[C@H](NC(=O)c1[nH]cnc1C(=O)Nc1ccc(Cl)cc1)C(=O)OC(C)(C)C	?	4%	-65%	?	1%	9%	-4%	-30%	0.3%	?
O=C(COc1ncnc2sccc12)NC1CCS(=O)(=O)C1 (stereo not given)	·	2%	9%	3%	2%	2%	-6%	5%	-0.8%	-4%
CCC1=NN(C(=O)c2ccccc2O)C(O)(c2ccccc2)C1 (stereo not given)	?	0%	-46%	-22%	-12%	2%	-1%	-8%	11%	-13%
Cc1cc(C(=O)OCC(=O)Nc2ccc(S(=O)(=O)N3CCOCC3)cc2)c(C)o1	21	-4%	1%	-2%	-2%	3%	-5%	0%	-0.2%	7%
COc1cc(OC)cc(C(=O)Nc2ccccc2N2CCOCC2)c1	?	-7%	-2%	17%	·	-10%	-3%	-17%[7.66 µM]	0.2%	-10%
O=C(C1CCC1)N1CCc2cc(S(=O)(=O)NC3CCCC3)ccc21	4	0%	-26%	-3%	2%	-2%	-2%	-4%	-0.4%	-14%
CCCCCN(C(=O)CCC(=O)OCC(=O)N(CC)c1ccccc1)c1c(N)n(CCCC)c(=O)[nH]c1=O	-1	1%	-14%	·	-8%	-3%	0%	35%	0.0%	0%
O=C(Nc1nnc(Cc2ccc(Cl)cc2)s1)c1ccncc1	-2	-5%	-21%	-18%	-1%	1%	1%	11%	-0.2%	2%
COc1cc([N+](=O)[O-])cc2sc(NC(=O)c3c(F)cccc3F)nc12	-13	-2%	-4%	9%	4%	8%	-2%	2%	-0.1%	?
O=C(Nc1cccc(Cl)c1)Nc1ccccc1-n1ccnc1	-7	-1%	-16%	-6%	1%	1%	2%	3%	0.0%	-2%
CCOC(=O)c1ccc(NS(=O)(=O)c2cc3c(cc2C)NC(=O)CO3)cc1	2	0%	0%	14%	5%	-10%	-2%	13%	-0.6%	6%

# Exported with two lines to a compound: entries from further up
# Every second line gives: TRPV1 ag, p53 reactivation, BRCA1 expr up, CXXC DNA block, TCR activator, A-T KAP1 phos, TSG101-PTAP inh, a7 integrin act, B2AR arrestin, ELG1 repair inh
> Cc1cc(C(=O)OCC(=O)Nc2ccc(S(=O)(=O)N3CCOCC3)cc2)c(C)o1
  21, -4%, 1%, -2%, -2%, 3%, -5%, 0%, -0.2%, 7%
> COc1cc(OC)cc(C(=O)Nc2ccccc2N2CCOCC2)c1
  ?, -7%, -2%, 17%, ·, -10%, -3%, -17%[7.66 µM], 0.2%, -10%
> O=C(C1CCC1)N1CCc2cc(S(=O)(=O)NC3CCCC3)ccc21
  4, 0%, -26%, -3%, 2%, -2%, -2%, -4%, -0.4%, -14%
> CCCCCN(C(=O)CCC(=O)OCC(=O)N(CC)c1ccccc1)c1c(N)n(CCCC)c(=O)[nH]c1=O
  -1, 1%, -14%, ·, -8%, -3%, 0%, 35%, 0.0%, 0%
> O=C(Nc1nnc(Cc2ccc(Cl)cc2)s1)c1ccncc1
  -2, -5%, -21%, -18%, -1%, 1%, 1%, 11%, -0.2%, 2%
> COc1cc([N+](=O)[O-])cc2sc(NC(=O)c3c(F)cccc3F)nc12
  -13, -2%, -4%, 9%, 4%, 8%, -2%, 2%, -0.1%, ?
> O=C(Nc1cccc(Cl)c1)Nc1ccccc1-n1ccnc1
  -7, -1%, -16%, -6%, 1%, 1%, 2%, 3%, 0.0%, -2%
> CCOC(=O)c1ccc(NS(=O)(=O)c2cc3c(cc2C)NC(=O)CO3)cc1
  2, 0%, 0%, 14%, 5%, -10%, -2%, 13%, -0.6%, 6%

# Other records:
SMILES	TRPV1 ag	p53 reactivation	BRCA1 expr up	CXXC DNA block	TCR activator	A-T KAP1 phos	TSG101-PTAP inh	a7 integrin act	B2AR arrestin	ELG1 repair inh
COc1cccc2sc(N3CCN(c4nc5ccccc5s4)CC3)nc12	12	8%	2%	9%	9%	-4%	-2%	13%	-0.2%	13%
COc1ccc(C(=O)Nn2cnc3scc(-c4cccs4)c3c2=O)c(O)c1	1	?	-44%	1%	10%	4%	-1%	24%	0.2%	?
O=C(NOCc1ccccc1)c1ccccc1	2	?	1.3µM*	·	1%[46.1 µM]	4%[11.5 µM]	-3%	-3%	-0.1%&-0.2%	?
Cc1c(C(=O)N(C)c2ccc(Cl)cc2)cnn1-c1ccccc1	22	5%	?	-2%	-3%	11%	1%	1%	-0.6%	?
CCCOc1ccc(N2C(=O)CC(N3CCN(C(=O)c4ccco4)CC3)C2=O)cc1 (stereo not given)	?	-5%	7%	-15%	-8%	-8%	-6%	5%	-0.5%	2%
CCCN(CCC)CCNC(=O)C1CCCN(S(=O)(=O)c2ccc3c(c2)oc(=O)n3C)C1 (stereo not given)	-1	-1%	15%	-3%	·	-7%	·	-15%	3.0%	23%
CC(C)(C)c1ccc2c(c1)OC(C(=O)N/N=C\c1ccc[nH]1)CO2 (stereo not given)	?	-8%	-1%	2%	-2%	-4%	-3%	-7%	?	-7%
CC(CN1CCCC1)OC(=O)c1ccc(Cl)cc1Cl (stereo not given)	3	21%	0%	-8%	7%	-15%	-7%	25%	-0.9%	12%
Brc1ccc(C[n+]2ccccc2)cc1	-4	8%	-34%	·	-1%	5%	1%	-14%	0.0%	5%
CCOc1ccc(OCC)c(NC(=O)C2CCCN(S(=O)(=O)c3c(C)noc3C)C2)c1 (stereo not given)	-1	-13%	-5%	6%	-2%	-14%	-3%	13%	-1.6%	-7%
CCC(C)C(NC(=O)OC(C)(C)C)C(=O)NC(C(=O)N1CCCC1C(N)=O)C(C)CC (stereo not given)	-1	1%	-23%	8%	0%	5%	-1%	0%	-0.1%	0%
C#Cc1ccc([C@@H]2C=C(C(=O)NC3CC3)O[C@H](OCc3ccc(CO)cc3)C2)cc1	·	·	9%	·	0%	·	1%	-15%	·	·
COc1ccc(NS(=O)(=O)c2ccc3nc(COc4ccc5ccccc5c4)[nH]c3c2)cc1	-4	-23%	-57%	?	-4%[46.1 µM]	4%	0%	0%	2.8%	23µM*
COc1ccc(Br)cc1CN1CCCCCCC1	3	-3%	6%	-5%	6%[46.1 µM]	-2%	-12%	-12%	-1.0%	-9%
Nc1nc(C23CC4CC(CC(C4)C2)C3)cs1	-1	1%	-2%	6%	·	-1%	-3%	-28%	-0.3%	0%
CCCCCCCOc1ccc(C(=O)Nc2cccnc2)cc1	?	·	40%	3%	2%	-12%	-4%	-3%	-0.9%	?
Cc1cc2c(cc1S(=O)(=O)NCc1ccc(Cl)cc1)OCC(=O)N2	6	·	-5%	·	2%	12%	-2%	-2%	0.1%	4%
CN(C)Cc1nc2ccccc2c(=O)n1Cc1nc(C(C)(C)C)cs1	14	5%	-14%	-1%	-3%	11%	-11%	-36%	0.0%	?
CC(=O)c1ccc(NC(=O)CS(=O)(=O)c2cn(CC(=O)N3CCOCC3)c3ccccc23)cc1	-2	5%	-1%	-2%	1%	-1%	-2%	8%	0.5%	7%
COc1ccc2ncc(S(=O)(=O)c3ccccc3)c(N3CCN(c4ccccc4)CC3)c2c1	14	-10%	-31%	-1%	-2%[46.1 µM]	1%	-7%	-3%	0.1%	16µM*
COC(=O)c1sc2cc(C(F)(F)F)cnc2c1-c1cccnc1	-1	-1%	0%	-2%	0%	1%	-4%	11%	0.0%	3%
CCOc1ccc2nc(CN3CCN(Cc4ccsc4)C(CCO)C3)ccc2c1 (stereo not given)	4	-3%	-4%	-14%	-15%	-1%	0%	-39%	-0.1%	4%
Cc1ccccc1-n1nc(C)c2cc(C(=O)N3CCOCC3)sc21	?	-16%	3%	-11%	·	-4%	-5%	2%[7.66 µM]	-0.7%	-3%
CCOC(=O)C1CCN(CC(O)COc2ccc(C(C)=O)cc2)CC1 (stereo not given)	·	-5%	-18%	-8%	8%	3%	-1%	-1%	-1.2%	0%
CSCCC(NC(=O)c1ccc(Cl)cc1)C(=O)OCC(=O)NCc1ccco1 (stereo not given)	6	1%	-1%	·	-1%	2%	-1%	37%	0.2%	-3%
COc1cccc(C(Nc2ccccn2)c2c(NC(=O)c3ccco3)sc(C)c2C)c1 (stereo not given)	8	10%	-39%	10%	5%[46.1 µM]	1%	-3%	23%	0.3%	?
